# EZH2 inh – EZH2/PRC2 methyltransferase inhibitors, primary screen, biochemical, DELFIA time-resolved fluorescence, single point; inhibition, % at 12.5 µM; AID 651548, 2012; PRC2 H3K27 methylation, DELFIA TRF, 1 h; 57,000 compounds, 0.35% hits;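 active means mean inhibition of replicates at least 50% and every single replicate also reaching 50%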;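 further: dimethyl H3K27 on biotinylated H3 21-44 peptide detected by antibody; plate controls were median neutral control wells for no effect and median positive control wells for full effect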
# Target sequence (Q15910 whole entry, looked up): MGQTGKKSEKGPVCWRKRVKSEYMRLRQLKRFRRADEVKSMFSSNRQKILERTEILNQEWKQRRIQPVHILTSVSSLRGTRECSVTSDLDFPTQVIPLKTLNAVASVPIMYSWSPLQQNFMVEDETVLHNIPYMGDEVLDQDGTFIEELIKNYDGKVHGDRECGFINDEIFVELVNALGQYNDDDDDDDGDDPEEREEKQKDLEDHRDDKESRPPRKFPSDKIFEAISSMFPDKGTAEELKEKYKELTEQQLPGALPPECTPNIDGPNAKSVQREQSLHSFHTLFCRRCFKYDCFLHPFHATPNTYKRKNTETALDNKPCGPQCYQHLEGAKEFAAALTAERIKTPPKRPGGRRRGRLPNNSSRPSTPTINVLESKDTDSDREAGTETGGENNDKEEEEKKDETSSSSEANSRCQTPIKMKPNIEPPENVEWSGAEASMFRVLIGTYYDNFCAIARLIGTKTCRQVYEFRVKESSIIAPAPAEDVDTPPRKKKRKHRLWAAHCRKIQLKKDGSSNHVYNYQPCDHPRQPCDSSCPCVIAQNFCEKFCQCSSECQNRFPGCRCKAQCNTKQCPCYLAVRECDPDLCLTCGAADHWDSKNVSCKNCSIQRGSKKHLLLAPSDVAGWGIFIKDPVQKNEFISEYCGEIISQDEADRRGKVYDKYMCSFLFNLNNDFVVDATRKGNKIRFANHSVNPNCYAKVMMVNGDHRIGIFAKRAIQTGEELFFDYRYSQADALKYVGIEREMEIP
# IDH1 mut inh – inhibitors of IDH1 R132H reductase, primary screen, biochemical, plate reader, single point | Isocitrate dehydrogenase [NADP] cytoplasmic (Homo sapiens), O75874 | diaphorase/resazurin fluorescence, 60 min | inhibition, % at 10 µM | 70,000 compounds, 0.18% hits; in the data active means inhibition above about 34%;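 further: 0% = DMSO and 100% = no enzyme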
# Numbers without * were called inactive; · = not tested or not shown; & = joins results of further samples. Only part of the results is shown (hit frequency here may not be typical).
SMILES,EZH2 inh,IDH1 mut inh
C[C@@H]1CCCCO[C@@H](CN(C)C(=O)C2CCCCC2)[C@H](C)CN([C@@H](C)CO)C(=O)c2cc(NC(=O)Nc3ccccc3)ccc2O1,·,0.5
Cc1ccc(N(CC(O)Cn2c3ccccc3c3ccccc32)S(C)(=O)=O)cc1 (stereo not given),1.3,-0.6
O=C(CC1NCCNC1=O)Nc1ccc(F)cc1 (stereo not given),-8.0,-0.2
COc1ccc(S(=O)(=O)Nc2cccc3c2O[C@H](CN(C)S(=O)(=O)c2c(C)noc2C)[C@@H](C)CN([C@@H](C)CO)C3=O)cc1,·,-0.5
C[C@@H]1CN([C@H](C)CO)C(=O)c2cc(NC(=O)CCCCCC(=O)Nc3ccccc3N)ccc2O[C@@H]1CN(C)Cc1ccccc1,-29.1,·
C[C@@H]1CN([C@H](C)CO)C(=O)c2cc(C3=CCCCC3)cnc2O[C@H]1CN(C)Cc1ccccc1,-2.2,0.9
COCC#Cc1cnc2c(c1)C(=O)N([C@H](C)CO)C[C@H](C)[C@@H](CN(C)C(=O)Cc1cccnc1)O2,·,-0.4
C[C@H](CO)N1C[C@H](C)[C@H](CN(C)S(=O)(=O)c2ccc(Cl)cc2)OCCCC[C@H](C)Oc2ccc(NS(=O)(=O)c3ccc(Cl)cc3)cc2C1=O,·,0.2
CCCC#Cc1ccc2c(c1)O[C@@H](CN(C)C(=O)CN(C)C)[C@H](C)CN([C@@H](C)CO)S2(=O)=O,-25.7,0.8
Cc1noc(C)c1NC(=O)N(C)C[C@@H]1OCCCC[C@H](C)Oc2ccc(N(C)C)cc2C(=O)N([C@H](C)CO)C[C@@H]1C,1.0,-0.7
COCC(=O)Nc1ccc2c(c1)C(=O)N(C)C[C@@H](OC)[C@@H](C)CN(C(=O)COC)[C@H](C)CO2,-6.6,-0.1
O=C(C[C@@H]1C=C[C@@H](NC(=O)c2cccc(F)c2)[C@H](CO)O1)NCc1ccccc1,13.3,0.2
O=C(CSc1n[nH]c(-c2ccc(Cl)cc2)n1)c1ccc(Br)cc1,·,0.3
COC(=O)c1ccc(-n2c(CCC(=O)O)ccc2-c2ccc(OC)cc2)cc1,17.2,0.1
Cc1noc(C)c1NC(=O)Nc1ccc2c(c1)C(=O)N([C@@H](C)CO)C[C@H](C)[C@@H](CN(C)C(=O)CCCN(C)C)OCCCC[C@@H](C)O2,·,-1.9
CO[C@H]1CN(C)C(=O)c2ccc(NS(=O)(=O)CC(F)(F)F)cc2OC[C@H](C)N(CC2CCCCC2)C[C@H]1C,9.0,0.1
COc1ccc(NC(=O)N(C)C[C@@H]2Oc3ncc(C#CCN(C)C)cc3C(=O)N([C@H](C)CO)C[C@@H]2C)cc1,2.3&-16.1,-0.7
C[C@@H]1CN([C@@H](C)CO)C(=O)c2c(c3ccccc3n2C)-c2ccccc2CO[C@@H]1CN(C)C(=O)Cc1ccccc1,-9.6,-1.4
O=C(CSc1nc(-c2ccccc2)c(-c2ccccc2)[nH]1)Nc1ccccc1Cl,11.2,0.2
CC(=O)c1ccc(NC(=O)CSc2nnc(C34CC5CC(CC(C5)C3)C4)n2C)cc1,-4.6,0.1
CO[C@H]1CN(C)C(=O)c2cc(NC(=O)Nc3ccc(Cl)cc3)ccc2OC[C@@H](C)N(C)C[C@H]1C,-5.8,0.1
Cc1noc(C)c1S(=O)(=O)N(C)C[C@@H]1OCCCC[C@@H](C)Oc2ccc(NC(=O)NC(C)C)cc2C(=O)N([C@H](C)CO)C[C@@H]1C,·,3.3
CS(=O)(=O)N(CC(=O)Nc1cccnc1)c1ccc2c(c1)OCCO2,-6.4,0.3
CNC[C@H]1Oc2ccc(NC(=O)c3ccncc3)cc2C(=O)N([C@@H](C)CO)C[C@@H]1C,1.3,2.3
COc1cccc(S(=O)(=O)N[C@@H]2C=C[C@@H](CC(=O)NC3CCC3)O[C@H]2CO)c1,7.6,-0.2
C[C@@H]1CN([C@H](C)CO)S(=O)(=O)c2ccc(-c3cccc(C(=O)N(C)C)c3)cc2O[C@H]1CN(C)C(=O)Nc1ccccc1,·,0.1
C[C@H](CO)N1C[C@H](C)[C@@H](CN(C)Cc2ccc(-c3ccccc3)cc2)Oc2c(NC(=O)CCCCCC(=O)Nc3ccccc3N)cccc2C1=O,-20.4,0.0
Cc1ccccc1S(=O)(=O)NCC[C@H]1CC[C@H](NC(=O)Nc2cccc(F)c2)[C@H](CO)O1,-12.3,0.0
Cc1ccc(S(=O)(=O)N2C(=O)CCC2C(=O)Nc2ccccc2-c2ccccc2)cc1 (stereo not given),-16.4,-0.9
Cc1nnc(SCC(=O)Nc2cccc(Cl)c2Cl)s1,-1.6,-0.2
C[C@H](CO)N1C[C@H](C)[C@@H](CN(C)C(=O)Nc2ccc(C(F)(F)F)cc2)Oc2ccc(NC(=O)Nc3ccc(F)cc3)cc2CC1=O,·,-0.1
COc1ccccc1-c1cnc2c(c1)C(=O)N([C@H](C)CO)C[C@@H](C)[C@H](CN(C)C(=O)CC1CC1)O2,0.4,0.2
CCS(=O)(=O)Nc1ccc2c(c1)C(=O)N(C)C[C@H](OC)[C@@H](C)CN(Cc1nccs1)[C@H](C)CO2,-2.6,0.0
N#CCCN(CCC#N)C(=O)C1c2ccccc2Oc2ccccc21,1.5,0.7
COc1ccc(NC(=O)Nc2ccc3c(c2)CC(=O)N([C@@H](C)CO)C[C@H](C)[C@@H](CN(C)Cc2ccc4c(c2)OCO4)O3)cc1,·,0.5
CCNC(=O)N1c2ccc(CC)cc2C(C)=CC1(C)C,7.6,0.3
COc1ccccc1C(=O)Nc1ccc2c(c1)OC[C@H](C)N(C(C)=O)C[C@@H](C)[C@H](OC)CN(C)C2=O,-5.7,-0.3
COc1ccc(NC(=O)Nc2cccc3c2O[C@@H](CN(C)C(=O)Nc2ccc(F)cc2)[C@H](C)CN([C@H](C)CO)C3=O)cc1,·,-2.8
Cc1ccc(S(=O)(=O)N(C)C[C@H]2Oc3c(cccc3N(C)C)C(=O)N([C@H](C)CO)C[C@H]2C)cc1,0.4,0.1
Cn1c(S(=O)(=O)CC(N)=O)nc2ccccc21,·,0.2
CCCC#Cc1ccc2c(c1)O[C@H](CN(C)C(C)=O)[C@@H](C)CN([C@H](C)CO)S2(=O)=O,29.4,-0.2
Cc1noc(C)c1NC(=O)Nc1cccc2c1O[C@@H](CN(C)C(=O)NC1CCCCC1)[C@H](C)CN([C@@H](C)CO)C2=O,·,1.7
C[C@H]1CN([C@@H](C)CO)C(=O)c2cc(NS(=O)(=O)c3ccccc3)ccc2O[C@@H]1CN(C)Cc1ccc2c(c1)OCO2,18.4,·
Cc1noc(C)c1S(=O)(=O)Nc1ccc2c(c1)C(=O)N([C@H](C)CO)C[C@H](C)[C@@H](CN(C)C(=O)NC(C)C)OCCCC[C@@H](C)O2,·,3.2
COC(=O)c1c2oc(c1C(=O)OC)C(=O)N(C)Cc1cn(nn1)C[C@H](Cc1ccccc1)NC(=O)N[C@H](CO)CC2,0.4,·

# No new results follow: 10 of the compounds above.
SMILES,EZH2 inh,IDH1 mut inh
COc1ccccc1-c1cnc2c(c1)C(=O)N([C@H](C)CO)C[C@@H](C)[C@H](CN(C)C(=O)CC1CC1)O2,0.4,0.2
CCS(=O)(=O)Nc1ccc2c(c1)C(=O)N(C)C[C@H](OC)[C@@H](C)CN(Cc1nccs1)[C@H](C)CO2,-2.6,0.0
N#CCCN(CCC#N)C(=O)C1c2ccccc2Oc2ccccc21,1.5,0.7
COc1ccc(NC(=O)Nc2ccc3c(c2)CC(=O)N([C@@H](C)CO)C[C@H](C)[C@@H](CN(C)Cc2ccc4c(c2)OCO4)O3)cc1,·,0.5
CCNC(=O)N1c2ccc(CC)cc2C(C)=CC1(C)C,7.6,0.3
COc1ccccc1C(=O)Nc1ccc2c(c1)OC[C@H](C)N(C(C)=O)C[C@@H](C)[C@H](OC)CN(C)C2=O,-5.7,-0.3
COc1ccc(NC(=O)Nc2cccc3c2O[C@@H](CN(C)C(=O)Nc2ccc(F)cc2)[C@H](C)CN([C@H](C)CO)C3=O)cc1,·,-2.8
Cc1ccc(S(=O)(=O)N(C)C[C@H]2Oc3c(cccc3N(C)C)C(=O)N([C@H](C)CO)C[C@H]2C)cc1,0.4,0.1
Cn1c(S(=O)(=O)CC(N)=O)nc2ccccc21,·,0.2
CCCC#Cc1ccc2c(c1)O[C@H](CN(C)C(C)=O)[C@@H](C)CN([C@H](C)CO)S2(=O)=O,29.4,-0.2

# New compounds follow
SMILES,EZH2 inh,IDH1 mut inh
C[C@@H]1CN([C@@H](C)CO)C(=O)c2cccc(NC(=O)c3nc4ccccc4s3)c2O[C@@H]1CN(C)S(=O)(=O)c1cn(C)cn1,·,-0.9
C[C@@H]1CN([C@H](C)CO)C(=O)c2cccc(NS(=O)(=O)c3cccs3)c2O[C@@H]1CN(C)Cc1ccccc1,-0.4,-1.8
Cc1ccc(-n2c(SCC(N)=O)nnc2-c2ccco2)cc1,-1.5,0.5
CO[C@@H]1CN(C)C(=O)c2ccc(NS(=O)(=O)CC(F)(F)F)cc2OC[C@H](C)N(C(=O)NC(C)C)C[C@@H]1C,13.2,0.0
C[C@@H]1CN([C@H](C)CO)C(=O)c2cc(NS(=O)(=O)c3ccc(F)cc3)ccc2O[C@@H]1CN(C)Cc1ccc(C(F)(F)F)cc1,8.8,·
C[C@H](CO)N1C[C@H](C)[C@H](CN(C)C(=O)NC2CCCCC2)Oc2ccc(NC(=O)Nc3ccc4c(c3)OCO4)cc2CC1=O,·,1.1
C[C@H]1CN([C@@H](C)CO)C(=O)c2cc(NC(=O)C3CC3)ccc2O[C@H]1CN(C)S(=O)(=O)c1cccs1,·,0.4
CN(C)C(=O)C[C@@H]1CC[C@@H](NC(=O)Nc2cccc(F)c2)[C@@H](CO)O1,0.7,0.2
CCCN(C)C[C@@H]1OCCCC[C@@H](C)Oc2ccc(NS(C)(=O)=O)cc2C(=O)N([C@@H](C)CO)C[C@@H]1C,1.8,0.3
Cc1cc(C2(O)CSc3nc4cc(C(F)(F)F)ccc4n32)ccc1Cl (stereo not given),23.8,0.4
C[C@H]1CN([C@@H](C)CO)C(=O)c2cc(/C=C/c3ccccc3)cnc2O[C@H]1CN(C)C(=O)Nc1ccccc1F,·,0.6
Cc1cc(C)c(S(=O)(=O)NCC(=O)O)c(C)c1,-8.0,-0.4
C[C@@H]1CCCCO[C@H](CN(C)S(=O)(=O)c2cn(C)cn2)[C@@H](C)CN([C@@H](C)CO)C(=O)c2cc(NS(=O)(=O)c3cccs3)ccc2O1,·,-4.0
Cc1noc(C)c1S(=O)(=O)Nc1cccc2c1O[C@@H](CN(C)Cc1ccncc1)[C@@H](C)CN([C@@H](C)CO)C2=O,·,2.8
C/C=C/c1ccc2c(c1)O[C@H](CN(C)Cc1ccncc1)[C@H](C)CN([C@H](C)CO)S2(=O)=O,28.5,4.2
CCCN1C[C@@H](C)[C@H](OC)CN(C)C(=O)c2ccc(NC(=O)COC)cc2OC[C@@H]1C,-15.7,-0.1
CC(C)NC(=O)Nc1ccc2c(c1)C(=O)N([C@H](C)CO)C[C@@H](C)[C@@H](CN(C)Cc1ccccc1)OCCCC[C@@H](C)O2,-8.5,2.8
O=C(C[C@@H]1C[C@H]2c3cc(NC(=O)NC4CCCC4)ccc3O[C@H]2[C@H](CO)O1)NCc1ccccc1F,-1.8,0.2
C[C@H]1CN([C@@H](C)CO)C(=O)c2cc(NC(=O)CCC(F)(F)F)ccc2O[C@@H]1CN(C)Cc1ccc(Cl)c(Cl)c1,-5.8,-1.7
O=C(N[C@H]1CC[C@H](CCn2cc(-c3ccccc3)nn2)O[C@@H]1CO)c1ccccc1F,6.1,0.3
C[C@H]1CN([C@@H](C)CO)S(=O)(=O)c2ccc(C#Cc3ccncc3)cc2O[C@@H]1CN(C)S(=O)(=O)c1ccc(F)cc1,6.6,-0.2
CO[C@H]1CN(C)C(=O)c2ccc(NC(=O)c3ccccc3)cc2OC[C@H](C)N(C(=O)C2CC2)C[C@H]1C,2.0,·
Cc1ccc(S(=O)(=O)Nc2ccc3c(c2)C(=O)N([C@@H](C)CO)C[C@H](C)[C@@H](CN(C)S(C)(=O)=O)OCCCC[C@@H](C)O3)cc1,·,-5.9
C[C@@H]1CN([C@@H](C)CO)C(=O)c2cc(NC(=O)CCN3CCOCC3)ccc2O[C@@H]1CN(C)CC1CC1,·,0.0
C[C@H](CO)N1C[C@H](C)[C@H](CN(C)C(=O)c2ccccc2)Oc2cc(C#C[C@@H](C)O)ccc2S1(=O)=O,6.7,-1.6
C[C@H](CO)N1C[C@H](C)[C@H](CN(C)C(=O)Nc2ccccc2)Oc2ccc(NC(=O)CCCN(C)C)cc2C1=O,2.1,-0.2
C[C@H]1CN([C@@H](C)CO)C(=O)c2cc(NC(=O)Nc3ccccc3)ccc2O[C@@H]1CN(C)S(=O)(=O)c1ccc(F)cc1,·,-0.8
C[C@@H]1CN([C@@H](C)CO)C(=O)c2cc(NS(=O)(=O)c3ccc(Cl)cc3)ccc2O[C@@H](C)CCCCO[C@@H]1CN(C)Cc1ccc(C(=O)O)cc1,·,1.8
CO[C@H]1CN(C)C(=O)c2ccc(NC(=O)C3CC3)cc2OC[C@H](C)N(C(C)=O)C[C@H]1C,4.7,0.0
CC(C)C#Cc1ccc2c(c1)O[C@@H](CN(C)C(=O)NC(C)C)[C@H](C)CN([C@@H](C)CO)S2(=O)=O,·,4.2
C[C@H](CO)N1C[C@H](C)[C@H](CN(C)C(=O)CC2CC2)Oc2ncc(C#CC(C)(C)O)cc2C1=O,8.2,-0.4
COc1ccc(CN(C)C[C@@H]2Oc3ccc(NS(=O)(=O)c4cccs4)cc3C(=O)N([C@H](C)CO)C[C@H]2C)cc1,·,1.1
CC(C)CC#Cc1ccc2c(c1)O[C@H](CN(C)C(=O)c1cccnc1)[C@@H](C)CN([C@@H](C)CO)S2(=O)=O,·,0.5

# Screening data as filed in PubChem BioAssay.
